Assay outcomes as filed in PubChem.
DT40 TDP1 no CPT = qHTS for Inhibitors of human tyrosyl-DNA phosphodiesterase 1 (TDP1): qHTS in cells in absence of CPT; DT40 Tdp1-/- hTDP1 cells, no CPT, ATP luminescence, 48 h; Potency, µM (top dose mostly 46.2 µM), for the others: top-dose activity change, negative = growth inhibition, most hits filed as inhibitors; 15% of 420,000 active; note: nearly all actives have a fitted effect of over 55% in size
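Growth of hTDP1-complemented DT40 Tdp1-knockout cells is measured by ATP luminescence after at least 48 hr compound exposure at 37 °C, with DMSO substituting for the 20 nM CPT used in the parallel screen.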
TDP1 inh = blocks human tyrosyl-DNA phosphodiesterase 1; Q9NUW8; Potency, µM (doses to about 130 µM), for inactives: at the top dose activity change, negative = inhibition, actives largely listed as inhibitors; recombinant TDP1, AlphaScreen DNA substrate cleavage; 0.28% of 350,000 active; note: nearly all actives have a fitted effect of over 40% in size
Target sequence (Q9NUW8 whole entry, looked up): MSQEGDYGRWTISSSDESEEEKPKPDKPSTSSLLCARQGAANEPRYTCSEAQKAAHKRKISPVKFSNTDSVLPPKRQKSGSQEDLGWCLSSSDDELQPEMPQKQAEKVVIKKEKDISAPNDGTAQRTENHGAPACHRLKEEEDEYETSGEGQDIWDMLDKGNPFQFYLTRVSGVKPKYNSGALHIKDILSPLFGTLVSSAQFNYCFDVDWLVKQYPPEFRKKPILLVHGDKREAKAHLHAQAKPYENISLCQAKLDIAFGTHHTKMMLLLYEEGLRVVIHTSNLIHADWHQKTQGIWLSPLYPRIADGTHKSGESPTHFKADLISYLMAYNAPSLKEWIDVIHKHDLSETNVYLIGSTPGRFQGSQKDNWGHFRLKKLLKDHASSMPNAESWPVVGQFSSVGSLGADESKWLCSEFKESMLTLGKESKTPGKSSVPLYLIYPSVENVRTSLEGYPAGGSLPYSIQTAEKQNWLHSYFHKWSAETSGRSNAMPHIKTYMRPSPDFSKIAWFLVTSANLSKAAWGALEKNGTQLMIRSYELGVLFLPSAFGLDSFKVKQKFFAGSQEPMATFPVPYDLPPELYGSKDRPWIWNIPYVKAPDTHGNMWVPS
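Compounds were preincubated with Tdp1 (1 nM final) for 15 min at room temperature before substrate (15 nM final) started a 5 min reaction; beads (10 ug/ml final) were then added for 10 min before AlphaScreen detection.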
TDP1 cell CPT = DT40-hTDP1 cell growth loss with CPT; chicken DT40 Tdp1-/-;hTDP1 cells + 20 nM CPT, ATP luminescence, 48 h; Potency, µM (titrated, usually from 46.2 µM), for inactives: top-dose activity change, negative = growth inhibition, most hits filed as inhibitors; 12% of 420,000 active; note: nearly all actives have a fitted effect of over 55% in size
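Chicken DT40 Tdp1-/- cells stably complemented with human TDP1 were seeded at 400 cells/well in medium containing 20 nM camptothecin, exposed to pin-transferred compounds, and grown at 37 °C for at least 48 hr. Viability was read as ATP luminescence.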
* hit, by the source's call; ? = inconclusive; . = not tested or not shown; & = joins results of further samples; [ ] = remark or other dose. Calls come from the whole dose curve; as a rule, active = well fitted curve in the direction sought with a large enough effect; inconclusive = small, poorly fitted or top-dose-only effect, or another doubt; inactive = no such curve, though single readings can be large; an effect the other way counts as inactive or inconclusive. % is set by controls: 0 for no effect and ±100 for the full control effect; potency is the fitted concentration of half-maximal effect.

canonical_smiles,DT40 TDP1 no CPT,TDP1 inh,TDP1 cell CPT
Cc1cc(=O)[nH]c(SCC(=O)N2CC3(C)CC2CC(C)(C)C3)n1 (stereo not given),-12%,0%,7%
O=C(CCS(=O)(=O)c1ccc(Cl)cc1)Nc1nc(-c2ccncc2)cs1,13µM*,3%,16µM*
COc1cccc(/C=N/NC(=S)Nc2cccnc2)c1,4.6µM*,0%,2.3µM*
COc1cc(/C=C2/C(=O)NN(c3ccc(Cl)c(Cl)c3)C2=O)cc([N+](=O)[O-])c1O,11%,.,-8%
COc1ccc(C(=O)Nn2c(SCC(=O)NCc3ccco3)nc3ccccc3c2=O)cc1,-28%,2%,-12%
COc1ccc(S(=O)(=O)n2ccc(-c3ccc4c(c3)CCC(C)(C)O4)n2)cc1,?,3%,?
O=C1NC[C@H](CCCCN2C[C@H](Cc3ccccc3)N(CCc3ccc(O)cc3)C(=O)C2=O)N(CC2CCCCC2)C1=O,?,.,-5%
COc1ccc(-c2noc(CN(C)C(=O)c3ccco3)n2)cc1,-18%,7%,-6%
O=C(c1ccc2c(c1)OCO2)N1CCN(C(=O)c2ccco2)CC1,3%,5%,-1%
O=C(Nc1cccc(Cl)c1)N(Cc1nc2ccccc2c(=O)[nH]1)C1CCCC1,?,6%,-27%
Cc1cc([N+](=O)[O-])nn1CCCC(=O)NCc1ccc(F)cc1,-18%,3%,0%
COc1ccc(-c2nn(-c3ccccc3)cc2C(=O)O)cc1,-7%,4%,1%
O=C(Nc1cccc(C(=O)O)c1)/C(=C\c1cccc([N+](=O)[O-])c1)NC(=O)c1ccc(Br)cc1,-3%,.,10%
COc1ccc(S(=O)(=O)N2CCN(CCC(=O)Nc3ccccc3F)CC2)cc1,-10%,-2%,15%
Cc1ccc(C)c(S(=O)(=O)N2CCCCC2CCNC(=O)C(=O)NC2CCCC2)c1 (stereo not given),16µM*,.,?
CCOC(=O)[C@]12CCC=C1N(Cc1cccc3ccccc13)C(=O)[C@H](CC(=O)NCC13CC4CC(CC(C4)C1)C3)C2,?,.,21µM*
O=C(Nc1ccccc1Br)c1c(F)cccc1Cl,15%,3%,7%
N#Cc1ccsc1NC(=O)C1CC(=O)N(Cc2ccccc2)C1 (stereo not given),-12%,4%,-23%
Cc1ccc2nc(-c3ccc(C)s3)c(Nc3ccc4c(c3)OCCO4)n2c1,?,5%,23µM*
O=C(NCS(=O)(=O)c1ccccc1)c1ccccc1,-3%,3%,0%

Some of the entries above, reformatted:
> Cc1ccc(C)c(S(=O)(=O)N2CCCCC2CCNC(=O)C(=O)NC2CCCC2)c1 (stereo not given)
  DT40 TDP1 no CPT = 16µM*
  TDP1 inh = .
  TDP1 cell CPT = ?
> CCOC(=O)[C@]12CCC=C1N(Cc1cccc3ccccc13)C(=O)[C@H](CC(=O)NCC13CC4CC(CC(C4)C1)C3)C2
  DT40 TDP1 no CPT = ?
  TDP1 inh = .
  TDP1 cell CPT = 21µM*
> O=C(Nc1ccccc1Br)c1c(F)cccc1Cl
  DT40 TDP1 no CPT = 15%
  TDP1 inh = 3%
  TDP1 cell CPT = 7%
> N#Cc1ccsc1NC(=O)C1CC(=O)N(Cc2ccccc2)C1 (stereo not given)
  DT40 TDP1 no CPT = -12%
  TDP1 inh = 4%
  TDP1 cell CPT = -23%

Other entries:
canonical_smiles,DT40 TDP1 no CPT,TDP1 inh,TDP1 cell CPT
COc1ccc(N(CC(=O)NC2CCCC2)C(=O)CS(=O)CC(=O)Nc2ccc3c(c2)OCO3)cc1 (stereo not given),17%,6%,-3%
O=C(CSc1nnc(CCCN2C(=O)c3cccc4cccc(c34)C2=O)n1-c1ccccc1)NCCCN1CCOCC1,-3%,-3%,27%
O=C(CN1C(=O)CNC1=O)Nc1cc(Cl)cc(Cl)c1,11%,-6%,17%
O=C(CCC(=O)Nc1cccc([N+](=O)[O-])c1)N/N=C/c1cccs1,4%,-16%,-6%
COc1ccc(C(C(=O)NC(C)(C)C)N(C(=O)CCC(=O)Nc2cc(C)on2)c2c(C)cccc2C)cc1 (stereo not given),-16%,-4%,-16%
Cc1ccsc1C(=O)N1CCC1(C)C(=O)NCC(C)(C)C (stereo not given),-19%,.,-24%
COc1ccc2nc3oc(C(=O)N4CC(C)CC(C)C4)cc3cc2c1 (stereo not given),-27%,0%,?
CC(CCc1ccccc1)NC(=O)c1nnc(Cc2ccc(Cl)cc2)o1 (stereo not given),?,7%,29µM*
Cc1ccc2[nH]c(CN3CCC(CO)(CC4CCCCO4)CC3)c(C)c2c1 (stereo not given),?,3%,?
O=C(CN1C(=O)NC2(CCCCC2)C1=O)NC1CCCc2ccccc21 (stereo not given),3%,2%,9%
O=C(Nc1ccc(C(F)(F)F)cc1)C1=NN(C2CCS(=O)(=O)C2)C(=O)CC1 (stereo not given),-30%,1%,-23%
NC(=O)NC(=O)CSc1nnc(-c2ccc(Cl)cc2)n1CC1CCCO1 (stereo not given),?,-1%,-1%
O=C(Nc1ccccc1N1CCOCC1)c1cc(F)cc(F)c1,-23%,8%,?
O=C(O)c1cccnc1SCC(=O)N1CCCCCC1,-4%,2%,-10%
Cc1nc2cc(NC(=O)CS(=O)(=O)c3ccc(F)cc3)ccc2s1,?,.,?
CC(=O)C1C(=O)C=C(c2ccco2)CC1c1ccccc1 (stereo not given),18µM*,3%,?
CC[C@H](C)[C@@H](NC(=O)O[C@@H]1C(=O)c2cc(OC)ccc2O[C@H]1c1ccc(OC)c(Br)c1)C(=O)OC,18µM*,2%&1%,?
Cn1c(=O)c(-c2cc(F)cc(F)c2)nc2cnc(Oc3ccccc3)nc21,?,.,-26%
CCOc1ccc(Nc2nc(C)c(NC(=O)c3cccc(F)c3)c(Nc3ccc(OCC)cc3)n2)cc1,0.52µM*,10%,0.65µM*
Cc1ccccc1C(=O)N1c2ncnn2C2(CCCCC2)[C@@H]2CCCC[C@@H]21,?,6%,?

Reformatted as labelled records: 2 of the compounds above
Compound: COc1ccc(N(CC(=O)NC2CCCC2)C(=O)CS(=O)CC(=O)Nc2ccc3c(c2)OCO3)cc1 (stereo not given)
  DT40 TDP1 no CPT: 17%	TDP1 inh: 6%	TDP1 cell CPT: -3%

Compound: Cc1ccccc1C(=O)N1c2ncnn2C2(CCCCC2)[C@@H]2CCCC[C@@H]21
  DT40 TDP1 no CPT: ?	TDP1 inh: 6%	TDP1 cell CPT: ?

Going on with the list:
canonical_smiles,DT40 TDP1 no CPT,TDP1 inh,TDP1 cell CPT
CCCn1c(/N=C/c2c[nH]c3ccccc23)nc2ccccc21,-8%,8%,-17%
C=CCC(C(=O)OC)(C(=O)OC)c1ccc([N+](=O)[O-])cn1,-7%,0%,4%
CCCCC(=O)Nc1nnc(S(=O)(=O)N2CCCCCC2)s1,-1%&3%,4%&12%,2%&-4%
CCOC(=O)C1CCCN(C(=O)c2cc(C)oc2C)CC1 (stereo not given),-6%,.,-19%
CCOc1cc(/C=N/NC(=O)NN(C)c2ncc(C(F)(F)F)cc2Cl)ccc1O,?,3%,?
COCCN(C(=O)CCC(=O)Nc1cc(C)on1)C(C(=O)NC(C)(C)C)c1cccc(OC)c1OC (stereo not given),-3%,1%[0.0935 µM],0%
CN(Cc1cnn(Cc2ccccc2)c1)C(=O)CN=C1NS(=O)(=O)c2ccccc21,-14%,1%,-9%
Cc1cccc(-c2cc3c(nn2)-c2ccccc2C3=O)c1,?,7%,?
COc1cc(NC(=O)/C=C/c2ccccc2)c(C(=O)O)cc1OC,?,.,?
Cc1c(C(=O)O)sc2[nH]c(=O)n(Cc3ccccc3)c(=O)c12,0%,.,1%
CCSc1nc(N)c2c3c(sc2n1)CCC3,5%,-4%,5%
CC(SCc1ccccc1)C(=O)Nc1ccc(F)cc1 (stereo not given),-18%,-8%,-19%
O=C(/C=C/c1ccc(Cl)cc1)c1cccnc1,8.2µM*,2%,5.8µM*
Cc1ccc(NC(=S)N2CCN(Cc3ccccc3)CC2)c(C)c1,?,5%,?
C[N+]1(CC2COC3(CCCCC3)O2)CCCCC1 (stereo not given),-4%,.,-11%
O=C(Cc1cccc(NC(=O)C2CCCN(C(=O)C3CC3)C2)c1)Nc1cccc(C(=O)N2CCCCC2)c1 (stereo not given),-17%,.,-3%
O=C(CSc1nc(=O)n2cc(Cl)ccc2n1)Nc1ccc2c(c1)OCO2,4%,.,6%
Cc1nn(CC(=O)NCC2CCCO2)c(=O)c2cc3ccccc3n12 (stereo not given),-4%,0%,41%[activator]
O=C(CCN1CCOCC1)Nc1cc(C(=O)Nc2ccc(Cl)cc2)ccc1N1CC2CC(C1)c1cccc(=O)n1C2 (stereo not given),-26%,4%,?
CCOc1ccc(CCNC(=O)c2ccc3c(c2)N(Cc2cccc(Cl)c2)C(=O)c2ccccc2S3(=O)=O)cc1OCC,?,5%,?

(list continues)
canonical_smiles,DT40 TDP1 no CPT,TDP1 inh,TDP1 cell CPT
CCNC(=O)C1CCCN(Cc2cc(-c3ccccc3)on2)CC1 (stereo not given),?,.,-12%
CN(C)c1nc(OCCOC(=O)c2ccccc2)nc(N(C)C)n1,?,4%,?
CC1CC(=O)Nc2ccccc2N1S(=O)(=O)c1ccc(F)cc1F (stereo not given),-2%,1%,2%
O=C(Nc1ccccc1C(=O)N1CCCC1)c1ccc(Cl)cc1Cl,-21%,.,6%
COC(=O)c1ccc(N=NN2CCOCC2)cc1,-2%,0%,6%
CC(C)n1cc(C(=O)c2cc(Br)ccc2O)cc(C#N)c1=O,18µM*,6%,?
CCOc1ccc(N/C(N)=N/c2nc(CSc3nnc(C)s3)cc(=O)[nH]2)cc1,0.58µM*,-3%,0.65µM*
Cc1nnc(SCC(=O)Nc2cccc([N+](=O)[O-])c2)n1CC1CCCO1 (stereo not given),-18%,.,-8%
CC(Nc1ncnc2nc[nH]c12)c1ccccc1 (stereo not given),13µM*,8%,16µM*
Cc1ccc(S(=O)(=O)Nc2ccc(C(=O)N3CCCC3)cc2)cc1,-21%,3%,-18%
O=C(CSC1=NS(=O)(=O)c2ccccc21)Nc1ccccc1,2.6µM*,9%,1.8µM*
Cc1ccc(C2c3c(-c4ccccc4O)n[nH]c3C(=O)N2Cc2ccncc2)cc1 (stereo not given),23µM*,5%,?
CC1CN(C(=O)CSc2nnc(-c3cccs3)n2N)CC(C)O1 (stereo not given),-1%,-1%,6%
CC(NC(=O)C(C)N1C(=O)c2cccc([N+](=O)[O-])c2C1=O)c1ccccc1 (stereo not given),10%,.,?
Cc1ccc(C(=O)NC(NC(=O)c2ccc(C)cc2)c2cccc([N+](=O)[O-])c2)cc1,?,3%,-15%
Cc1ccccc1Nc1c(C)c(C)nc2ncnn12,21µM*,.,16µM*
Cc1cccc(CN2CCN(C(=S)Nc3ccccc3)CC2)c1,-23%,3%,-24%
COCCn1c(N)c(N(Cc2ccccc2)C(=O)c2ccc(N3CCCC3=O)cc2)c(=O)[nH]c1=O,30%,.,-11%
O=C(Nc1cccc(F)c1)Nc1cnccn1,5%,2%,1%
CCOc1ccccc1C(=O)Nc1ccc2c(c1)N(C)C(=O)c1ccccc1S2,3.7µM*,-10%,4.6µM*

Following part:
canonical_smiles,DT40 TDP1 no CPT,TDP1 inh,TDP1 cell CPT
O=C(C[n+]1ccccc1Br)c1ccc(-c2ccccc2)cc1,-28%,.,?
COc1cccc(-c2nc(SCC(=O)Nc3ccc4c(c3)OCCO4)c(-c3ccc(C)cc3)[nH]2)c1,23µM*,8%,?
CC(Sc1nc2c(c(=O)[nH]1)CCCC2)C(=O)Nc1ccc(Br)cn1 (stereo not given),16µM*,40µM*,23µM*
Cc1cc(OC(=O)c2ccccc2Cl)c([N+](=O)[O-])c(=O)[nH]1,-5%,.,-2%
CCCCN(CC)CCNC(=O)c1c(C)oc2ncnc(N3CCOCC3)c12,-5%,-8%,-7%
COC(=O)[C@H](CC(C)C)NC(=O)CC[C@H]1O[C@@H](n2cc(C)c(=O)[nH]c2=O)C[C@@H]1O,2%,.,-6%
Cc1ccccc1-c1nnc(SC(C)C(=O)NC2CCCC2)o1 (stereo not given),-29%,1%[56.1 µM],4%
O=C(CCN1C(=O)/C(=C/c2ccc(F)cc2)SC1=S)NNC(=O)c1cccnc1,9.2µM*,-2%,?
O=C(c1cccc(F)c1)N1CCc2ccccc2C1,-13%,0%,-16%
Cc1cc(=O)oc2cc(OCC(=O)NCc3ccco3)ccc12,-22%,0%,11%
CCOC(=O)CSc1nc2sc3c(c2c(=O)n1C1CCCCC1)CCN(C)C3,29µM*,-1%,?
C=CCNC(=O)c1cnc2n(c1=O)CCS2,1%,-8%,-3%
COc1ccc(-c2cnc3c(NC(C)=O)cc(-c4cc(F)ccc4OC)cn23)cc1OC,5.8µM*,.,5.2µM*
